# Pf growth 48h = P. falciparum growth inhibition at 48 hours (one generation) | P. falciparum luciferase growth in erythrocytes, 48 h | Potency, µM (series often up to 28.7 µM), for the others: at the top dose activity change, negative = inhibition, most hits filed as inhibitors | 310,000 compounds, 5.9% hits; further: potency means the concentration at half of the fitted maximal effect; on the % scale 0 is the no-effect control and ±100 the full control effect
#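 Luciferase-expressing parasites in RBCs, 2% Hct / 0.1% parasitemia final; RPMI 1640 + 0.5% Albumax; 37 C, 5% CO2, one generation; luminescence read-out, lower signal = inhibition.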
# Shiga toxin inh = inhibitors of Shiga toxin in Vero cells. Vero cells, Shiga toxin protein synthesis inhibition reporter. inhibition, % at 38.7 µM. 290,000 compounds, 9.2% hits. AID 2315; in the data active means inhibition mostly above about 28%, no sharp cut-off; inactive means mostly below about 43%; further: 0% is about no effect
# CHX counter = counter-screen for Shiga toxin inhibitors: cycloheximide protein synthesis inhibition; max response, %; cell reporter, cycloheximide protein synthesis inhibition counterscreen; 300,000 compounds, 12% hits; in the data active means max response mostly above about 13%, no sharp cut-off; inactive means mostly below about 14%; further: read at 38.3 µM for the half of the compounds with a filed dose; 0% is about no effect
# Pf growth 96h = P. falciparum growth inhibition at 96 hours; P. falciparum luciferase reporter growth, 96 h; Potency, µM (top dose mostly 28.7 µM), for inactives: at the top dose activity change, negative = inhibition, hits mostly inhibitors; 320,000 compounds, 6.9% hits; AID 504834; further: potency means the concentration at half of the fitted maximal effect; on the % scale 0 is the no-effect control and ±100 the full control effect
#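 Two parasite generations (96 h, 37 C, 5% CO2) of compound exposure in infected erythrocytes (0.05% parasitemia, 2% hematocrit). Luciferase-reporter P. falciparum; decreased luminescence indicates inhibited growth, aimed at apicoplast-acting delayed death.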
# HCV inhibitor = blocks hepatitis C virus | AID 651820 | Huh7.5.1 HCVcc-Cre infection, luciferase reporter, 44 h | Potency, µM (series often up to 41.8 µM), for inactives: at the highest dose activity change, negative = inhibition, hits mostly inhibitors | 340,000 compounds, 3.4% hits; further: potency means the concentration at half of the fitted maximal effect; on the % scale 0 is the no-effect control and ±100 the full control effect
#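 Reporter virus HCVcc-Cre (~0.5 moi) infects cells exposed to compound; seeding density 1,000 cells/well with 4 h settling beforehand. Luminescence, 15 sec read, taken 44 h post-infection following a 15 min RT substrate incubation.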
# FBPA Giardia inh = Giardia lamblia aldolase inhibition. Potency, µM (series often up to 59.6 µM), inactives show top-dose activity, negative = inhibition, most hits filed as inhibitors. A8B2U2. 290,000 compounds, 0.71% hits. AID 2451. purified Giardia FBPA; further: potency means the concentration at half of the fitted maximal effect; on the % scale 0 is the no-effect control and ±100 the full control effect; nearly all actives have a fitted effect of over 55% in size
# Target sequence (A8B2U2 whole entry, looked up): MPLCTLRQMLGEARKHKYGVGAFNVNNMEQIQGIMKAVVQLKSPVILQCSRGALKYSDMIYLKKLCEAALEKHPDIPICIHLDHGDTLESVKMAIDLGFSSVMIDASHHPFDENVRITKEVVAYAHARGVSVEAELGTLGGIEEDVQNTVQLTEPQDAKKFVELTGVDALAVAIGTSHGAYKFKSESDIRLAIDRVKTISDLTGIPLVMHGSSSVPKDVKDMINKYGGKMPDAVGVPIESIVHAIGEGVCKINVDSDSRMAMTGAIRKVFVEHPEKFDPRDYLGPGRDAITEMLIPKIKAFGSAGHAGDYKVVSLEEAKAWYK
#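 Giardia FBPA (40 nM reagent) was preincubated 10 min at RT with compound (up to 57.5 uM final), then substrate plus GAPDH/TPI/NAD/arsenate coupling system with diaphorase/resazurin was added; resorufin fluorescence (525/598 nm) was read after 20 min.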
# * = called active by the depositor; u = inconclusive; x = no result given; [ ] = another dose, or the depositor's remark. Unless noted, the call rests on the fitted dose curve; in most records, active means well fitted curve in the direction sought with a large enough effect; inconclusive means small, poorly fitted or top-dose-only effect, or another doubt; inactive means no such curve, though single readings can be large; an effect the other way counts as inactive or inconclusive.
SMILES,Pf growth 48h,Shiga toxin inh,CHX counter,Pf growth 96h,HCV inhibitor,FBPA Giardia inh
COc1ccc(-c2cc(C(F)(F)F)n3nc(C(=O)NCCN4CCOCC4)cc3n2)cc1,u,-8.1,-1.4,1.8%,u,-0.7%
COC(=O)C1CCN(C(=O)COC(=O)Cn2cnnn2)CC1,23.0%,19.8,-7.5,x,1.5%,-0.7%
CCC(=O)N(c1nnc(SCC(=O)Nc2ccccc2Cl)s1)C1CC1,1.1%,x,x,9.3%,-0.4%,x
CC(C)N(Cc1nc(-c2ccccc2)no1)C(=O)c1ccc(Br)o1,-6.1%,20.3,11.1,x,u,0.1%
Brc1ccccc1OCCCN1CCCC1,-11.4%,23.1,5.5,u,0.7%,-27.8%
O=C(C1=C[C@@H](c2ccc(Br)cc2)C[C@@H](OCc2ccc(CO)cc2)O1)N1CCOCC1,-25.5%,-9.9,1.2,-6.2%,9.2%,5.2%
Cn1cc(Cl)c(C(=O)NNC(=S)NCc2ccco2)n1,4.3%,-6.0,1.6,27.0%,8.6%,-16.9%
CC1(C)Cc2c(C#N)c(N3CCN(C(=O)c4ccccc4)CC3)nc(-c3ccco3)c2CS1,u,-4.0,-1.1,u,u,-29.0%
CCOC(=O)c1cnc2c(C)cc(C)cc2c1Nc1ccc(S(=O)(=O)Nc2ncccn2)cc1,u,-6.0,5.0,397.1%[activator],-2.3%,-13.4%
CC1CCCC(NC(=O)c2cn(C)c3ccc(S(=O)(=O)N4CCCC4)cc3c2=O)C1C (configuration not stated),u,9.7,0.4,7.4%,1.0%,-2.4%
O=C(O)c1ccccc1C(=O)NCC(O)COc1ccc(Cl)cc1 (configuration not stated),30.3%[activator],54.9*,37.8*,45.7%[activator],u,1.1%
O=C(CNC(=O)c1ccco1)NCCCc1ccccc1,35.8%[activator],24.6,2.7,x,14.2%,4.5%
C=CS(=O)c1sc(Cl)c(N2CCOCC2)c1[N+](=O)[O-] (configuration not stated),-8.2%,-6.7,-4.6,u,u,-12.1%
NNc1ncnc2c1cnn2-c1ccccc1,u,42.4,38.4*,x,u,-0.6%
COc1ccc(S(=O)(=O)N2CCN(C(=O)c3cc4c(s3)CCCC4)CC2)cc1,u,x,x,u,-17.6%,x
CC(C)c1nc2sc3c(SCC(N)=O)ncnc3c2c2c1CCC2,4.4%,-1.5,-1.9,10.5%,1.2%,2.2%
COc1ccc(-c2nn(C)c(=O)c3ccccc23)cc1NC(=O)COc1ccccc1,u,14.3,0.5,-33.2%,10µM*,-5.2%
COc1cc(C)c(Cl)cc1S(=O)(=O)N(C)C,-15.6%,-7.1,0.6,1.4%,16.5%,-15.4%
CC1(C)CC(=O)C(C(=O)C2CCN(S(=O)(=O)c3ccccc3)CC2)C(=O)C1,-12.5%,14.4,-9.6,42.3%[activator],-8.5%,-4.7%
Cc1ccccc1OCCn1cc(C(=S)N2CCN(C)CC2)c2ccccc21,u,38.8,0.2,u,u,-17.2%
COc1ccc2c(c1)c1ncn(Cc3ccccn3)c(=O)c1n2C,-38.2%,-10.9,-3.2,-10.8%,-4.0%,-0.5%
O=C(NC1CCN(Cc2ccccc2)CC1)c1ccccc1,12.7%[0.00184 µM],-5.0,-5.9,-4.8%,-1.3%,1.3%
CC(C)CN(CC(C)C)C(=O)Nc1ccc(F)cc1F,24.1%,12.9,-1.3,-19.5%,3.5%,8.9%
Cc1cccc(-c2nnnn2-c2cccc(C)c2)c1,-25.3%,10.3,6.1,u,-10.6%,-15.9%

# Sorted by heavy-atom count (smallest number first): three of the compounds above.
SMILES,Pf growth 48h,Shiga toxin inh,CHX counter,Pf growth 96h,HCV inhibitor,FBPA Giardia inh
COc1cc(C)c(Cl)cc1S(=O)(=O)N(C)C,-15.6%,-7.1,0.6,1.4%,16.5%,-15.4%
Cc1cccc(-c2nnnn2-c2cccc(C)c2)c1,-25.3%,10.3,6.1,u,-10.6%,-15.9%
CC(C)c1nc2sc3c(SCC(N)=O)ncnc3c2c2c1CCC2,4.4%,-1.5,-1.9,10.5%,1.2%,2.2%

# A few values from the entries so far:
# In Pf growth 96h, CC(C)CN(CC(C)C)C(=O)Nc1ccc(F)cc1F is entered as -19.5%
# In FBPA Giardia inh, NNc1ncnc2c1cnn2-c1ccccc1 is entered as -0.6%
# In CHX counter, C=CS(=O)c1sc(Cl)c(N2CCOCC2)c1[N+](=O)[O-] (configuration not stated) is entered as -4.6
# In CHX counter, CC1(C)CC(=O)C(C(=O)C2CCN(S(=O)(=O)c3ccccc3)CC2)C(=O)C1 is entered as -9.6
# In HCV inhibitor, COc1ccc(S(=O)(=O)N2CCN(C(=O)c3cc4c(s3)CCCC4)CC2)cc1 is entered as -17.6%

# Later entries
SMILES,Pf growth 48h,Shiga toxin inh,CHX counter,Pf growth 96h,HCV inhibitor,FBPA Giardia inh
N#C/C(=C(/O)COc1ccc(Br)cc1)c1nnc2n1CCCCC2,4.6%,-4.1,-1.9,18.6%,22.8%,-15.7%
O=[N+]([O-])c1ccc(CN2CCN(c3ccc([N+](=O)[O-])cc3)CC2)cc1,-11.5%,-17.9,-2.5,26.6%,u,u
Cc1cc(C)nc(NS(=O)(=O)c2ccc(NC(=O)Cc3ccc(F)cc3)cc2)n1,5.1%,-16.0,-4.9,11.8%,-4.2%,u
O=c1[nH]c(CN2CCN(Cc3ccc4c(c3)OCO4)CC2)nc2sc3c(c12)CCC3,21.9%,-24.6,1.0,50.9%[activator],-2.3%,-1.0%
CCC(Sc1ncccc1C(=O)OCCN1CCCC1=O)C(=O)NCc1ccco1 (configuration not stated),u,7.9,-1.3,u,u,-14.0%
S=c1[nH]nc(CCCc2n[nH]c(=S)o2)o1,-7.7%,-21.3,-1.8,-3.0%,15.0%,0.5µM*
O=S1(=O)N=C(N(CCO)/N=C/c2ccc(Br)cc2)c2ccccc21,0.2%,38.1,-3.6,-12.8%,-4.5%,-2.4%
C/C(=N\NC(=O)c1nnn(-c2nonc2N)c1CN1CCC(C)CC1)c1cccc(Br)c1,17.5%,10.7,8.1,0.4%,9.0%,-19.7%
COc1ccc(N2CCOCC2)c(NC(=O)c2cccnc2)c1,u,-10.3,7.7,-19.2%,-4.2%,x
CC(=O)Nc1cccc(NC(=O)C2CCCN2C(=O)Nc2cccc(C)c2)c1 (configuration not stated),13.9%,-10.5,2.2,4.7%,8.0%,4.7%
Cn1c(SCc2ccccc2)nnc1-c1ccc2c(c1)OCO2,69.2%[activator],75.4*,49.0*,35.6%[activator],5.3%,0.5%
Cc1ccc(N=C2NC(=O)CS2)cc1C,-16.9%,14.4,7.9,10.1%,13.5%,-12.5%
O=C(CCc1nnc(-c2ccccc2)o1)NCC1CCN(C2CCCC2)CC1,24.7%,-0.7,3.5,-22.1%,-3.9%,1.3%
COc1ccc(OC)c(NC(=O)CN2CCC(C(=O)c3ccc(C)cc3)CC2)c1,u,-10.4,-2.4,x,u,-1.7%
c1ccc(Oc2cccc(CN3CCOCC3)c2)cc1,2.0%,-14.2,27.9*,x,16.7%,-10.4%
Cc1cc(-c2nn(-c3ccccc3F)cc2CN2CCCC(C(N)=O)C2)c(C)s1 (configuration not stated),u,-14.8,-3.1,u,9.7%,1.2%
CC(Oc1cccc(Cl)c1)C(=O)N1CCN(c2ncccn2)CC1 (configuration not stated),u,x,x,u,-9.8%,x
Cc1ccc(C2=Nc3cccnc3C(c3ccccc3)=NN2)cc1,338.1%[activator],79.2*,49.0*,-10.7%,-18.7%,-0.6%
CCOc1ccc(S(=O)(=O)Nc2ccc(S(=O)(=O)N3CCCC3)cc2)cc1,x,-7.6,-2.1,-5.9%,-29.7%,5.5%
COc1ccc(-c2coc3cc4oc(=O)c(CC(=O)O)c(C)c4cc23)cc1,17.8%,-4.2,1.5,3.1%,0.5%,3.4%
CCSc1ccc(-c2nn(-c3ccccc3)cc2/C=C(/C#N)C(=O)NC)cc1,24.7%,-4.2,-4.0,-2.3%,12.0%,2.6%
Cc1ccccc1C(=O)N1CCN(c2ccc([N+](=O)[O-])c(N3CCOCC3)c2)CC1,0.8%,-24.9,13.8,0.6%,-14.6%,7.0%
CCOC(=O)C1=NNC2C(=O)N(C3CCCCC3)C(=O)C12 (configuration not stated),65.1%[activator],-6.3,3.8,85.6%[activator],11.7%,5.7%
O=C(CCCCCNC(=O)N1CCn2c1nc1ccccc12)NCc1ccccc1,u,-6.2,3.9,u,-26.2%,5.0%
O=C(Nc1ccon1)c1cc(-c2ccccc2)nc2ccccc12,7.38µM*,16.2,-2.6,x,-7.4%,6.3%
Cc1ccc(-n2nc(-c3ccccc3)cc2Nc2ccccc2N)cc1,u,3.8,-1.5,-99.5%,5.0%,-5.0%
C/C(=N\NC(=O)c1cccc([N+](=O)[O-])c1)c1cccc(NC(=O)C2CC2)c1,-2.3%,14.0,16.7*,16.0%,u,-4.2%
O=C(Nc1c(C(=O)NCc2ccco2)cnn1-c1ccccc1)c1cccc(F)c1,-12.3%,10.2,14.7,-7.1%,-5.2%,2.3%
COc1ccc([N+](=O)[O-])cc1NC1CCN(C(=O)c2cccs2)CC1,u,-8.5,-2.6,u,u,x
CCCCCn1c(=N)c(S(=O)(=O)c2ccc(Br)cc2)cc2c(=O)n3cccc(C)c3nc21,u,-9.3,1.3,u,u,1.6%
CC1CCCCC1Nc1nc2ccc(Cl)cc2n2cnnc12 (configuration not stated),u,24.8,10.7,-5.5%,-0.1%,16.0%
CNC(=O)COC(=O)c1cc(SC)ccc1Cl,-4.4%,-30.6,-1.9,14.6%,14.7%,3.5%
O=S(=O)(C(=CNc1ccccc1)S(=O)(=O)c1ccccc1)c1ccccc1,-7.1%,-4.5,-2.0,10.4µM*,-2.7%,5.2%
COCCSc1ccccc1C(=O)NCC1CCCO1 (configuration not stated),6.6%,-6.6,-1.6,x,21.3%,6.5%
CSc1oc(-c2ccc(F)cc2)nc1S(=O)(=O)c1ccc(F)cc1,x,-13.6,-2.1,-2.4%,-3.1%,-2.6%
Cc1cccc(-c2nc(C)cc(=O)[nH]2)c1,-5.5%,-1.0,-2.3,42.6%[activator],5.6%,5.0%
Cc1ccc(C(=O)C2CN(C)CC2C(=O)c2ccc(C)cc2)cc1 (configuration not stated),-2.5%,38.8*,23.2*,29.0%,5.5%,-1.0%
CCN(CC)CC(=O)Nc1ccc([N+](=O)[O-])cc1,5.4%,-5.1,-0.7,23.3%,-8.6%,-2.7%
NC(=Nc1ccc(Cl)cc1)c1ccccc1,61.8%[activator],40.5,26.3*,44.3%[activator],11.1%,6.9%
COc1ccccc1N1CCN(C(=O)CCCN2C(=O)c3cccc4cccc(c34)C2=O)CC1,u,-8.8,3.1,-14.8%,8.91µM*,-3.0%
CC1(C)Cc2ccccc2-c2nnnn21,17.2%,-8.6,7.0,8.2%,1.0%,-7.2%
Cc1ccc(-c2csc3nc[nH]c(=O)c23)cc1C,-11.9%,2.1,-2.2,-9.5%,-8.7%,-4.0%
Cc1ccsc1C(C(=O)NC1CCCCC1)N(C(=O)Cc1cccs1)C1CC1 (configuration not stated),u,-9.9,-2.1,8.9%,17.3%,1.8%
N#C/C(=C\c1ccc(Cl)cc1)c1nc2ccccc2o1,6.2%,2.7,10.3,-4.4%,0.0%,-5.5%
COc1ccccc1CN1CCNC(=O)C1CC(=O)NCc1cn(C)nc1C (configuration not stated),33.0%[activator],17.0,3.9,-7.6%,8.7%,10.0%
COc1cccc(CN2CC(C(=O)N(C)Cc3nc4ccc(F)cc4[nH]3)CCC2=O)c1 (configuration not stated),-0.3%,-2.5,-1.9,-17.0%,4.8%,x
CN(C)CCNC(=O)Cn1nc(-c2ccc(Cl)cc2)ccc1=O,u,6.4,-2.0,u,-5.4%,0.8%
CN(CCCC(=O)NCc1ccc2c(c1)OCO2)S(=O)(=O)c1ccc([N+](=O)[O-])cc1,u,-1.0,2.0,3.0%,-30.0%,-2.4%
CC(C)NC(=O)c1ccc2c3n(nc2c1)-c1ccc(Cl)cc1CO3,153.6%[activator],59.6*,21.3*,214.6%[activator],u,-4.7%
